Assay outcomes: PubChem, Broad Institute
PvdQ acylase = P. aeruginosa PvdQ acylase inhibitors, primary screen, biochemical, fluorescence, plate reader and imaging, single point; 0.063% of 340,000 active; PvdQ acylase [Pseudomonas aeruginosa LESB58]; inhibition, % at 10 µM; purified PvdQ acylase; in the data active = inhibition above about 30%, passing the limit was not always enough; inconclusive = no clear call, values can overlap the other calls;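 note: 0% = vehicle neutral wells and 100% = reference inhibitor wells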
PfHsp90 yeast 2 = growth inhibition of PfHsp90-expressing yeast, primary screen, antimalarial PfHsp90 inhibitor project, S. cerevisiae, BacTiter-Glo luminescence, single point, set 2; BacTiter-Glo ATP, 48 h; yeast lacking PDR1 and PDR3 efflux regulators; inhibition, % at 9.4 µM; 0.32% of 310,000 active; AID 504621, 2011;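 active = every replicate shows inhibition above about 80%, whatever the replicate mean, limit read from the data; inconclusive = mean inhibition reaches the set limit but some replicate falls short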;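 note: 0% = DMSO neutral controls and 100% = 20 µM radicicol positive controls; yeast relying on Plasmodium falciparum Hsp90 in place of its own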
NSD2 HMT inh = NSD2 histone methyltransferase inhibitors, primary screen, biochemical, AlphaScreen, single concentration, set 2. Histone-lysine N-methyltransferase NSD2 (Homo sapiens), O96028. NSD2 peptide methylation, 120 min. inhibition, % at 12.5 µM. 0.54% of 310,000 active. AID 743445, 2014; in the data active = inhibition above about 50%
SR-BI DiI inh = inhibitors of SR-BI mediated HDL lipid uptake, primary screen, ldlA[mSR-BI] cells, fluorescence, single point; inhibition, % at 12.5 µM; AID 488896, 2010; Scavenger receptor class B member 1 (Mus musculus), Q61009; ldlA[mSR-BI] CHO cells, DiI-HDL uptake fluorescence, 3 h; 0.96% of 320,000 active;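 active = mean replicate inhibition of at least 70% and a set share of replicates each scoring 70 or more; inconclusive = meets just one of the two criteria; inactive = fails both criteria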;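 note: 0% = median of neutral control wells and 100% = median of positive control wells; values of inactives mirror those of a sister screen read the other way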
Target sequence (Q61009 whole entry, looked up): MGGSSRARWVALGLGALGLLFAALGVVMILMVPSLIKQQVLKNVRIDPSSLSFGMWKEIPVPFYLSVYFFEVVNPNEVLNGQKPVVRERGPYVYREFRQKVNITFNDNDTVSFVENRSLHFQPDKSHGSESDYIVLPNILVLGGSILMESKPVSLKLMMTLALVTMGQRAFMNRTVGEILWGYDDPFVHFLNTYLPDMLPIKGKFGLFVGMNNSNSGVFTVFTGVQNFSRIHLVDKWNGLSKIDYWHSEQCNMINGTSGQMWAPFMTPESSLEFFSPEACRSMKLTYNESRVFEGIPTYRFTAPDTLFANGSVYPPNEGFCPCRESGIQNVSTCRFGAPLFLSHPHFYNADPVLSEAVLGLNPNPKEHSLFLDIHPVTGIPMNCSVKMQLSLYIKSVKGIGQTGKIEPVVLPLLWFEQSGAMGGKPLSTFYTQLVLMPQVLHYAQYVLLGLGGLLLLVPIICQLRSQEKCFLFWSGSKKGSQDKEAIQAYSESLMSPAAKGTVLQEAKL
CAL PDZ FP-1 = CAL PDZ peptide-binding inhibitors, primary screen, biochemical, fluorescence polarization, Cer-tagged CAL PDZ, HTS; Golgi-associated PDZ and coiled-coil motif-containing protein (Homo sapiens), Q9HD26; purified CAL PDZ, TMR-peptide fluorescence polarization, 1 h; inhibition, % at 20 µM; 0.02% of 330,000 active; AID 504414, 2011;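 active = highest replicate inhibition of at least 40%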;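 note: plate controls were DMSO neutral control wells for no effect and unlabeled competitor peptide control wells for full effect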
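material = purified tagged CAL PDZ domain construct (CerCALP) | buffer or medium = sodium phosphate/NaCl buffer pH 7.4 with TCEP, IgG, Thesit | reagent = TMR-labelled reporter peptide T*-PRC34 bound in PDZ groove | incubation = 1 h room-temperature incubation prior to read | measured by = fluorescence polarization (mP) | evaluation = percent inhibition from loss of millipolarization | control set = unlabelled peptide and DMSO controls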
SR-BI uptake up = activators of SR-BI mediated DiI-HDL uptake, primary screen, ldlA[mSR-BI] CHO cells, DiI fluorescence; 3 h; 100 = double the neutral-control signal; activation, % at 12.5 µM; 0.096% of 320,000 active; AID 504775, 2011;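 active = mean replicate activation of at least 60% and every replicate at or above 60%; inconclusive = mean or all-replicate condition met, but not both; inactive = mean below 60% and not all replicates reaching 60%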;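 note: 0% = median plate neutral-control signal and 100% = twice that signal; values of inactives mirror those of a sister screen read the other way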
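Test system: SR-BI-overexpressing, LDLR-lacking CHO cells; Also added: labelled HDL, 10 µg/mL; Measured by: bottom-read cell fluorescence after medium removal, ex 550/em 595 nm; Timing: 3 h uptake period with compound, 37 °C; Buffer or medium: F12, 0.5% BSA, 25 mM HEPES; Doses: single compound concentration, delivered by pin transfer.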
CAL PDZ FP-2 = untagged CAL PDZ binding inhibitors, primary screen, biochemical, fluorescence polarization, HTS; Golgi-associated PDZ and coiled-coil motif-containing protein (Homo sapiens), Q9HD26; 0.92% of 300,000 active; inhibition, % at 24.9 µM; AID 602252, 2012; purified CAL PDZ, TMR-peptide fluorescence polarization, 1 h;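 active = mean inhibition of at least 30% with at least half of replicates also reaching 30%; inconclusive = no clear call, values can overlap the other calls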;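 note: 0% = DMSO neutral control and 100% = excess unlabeled competitor peptide PRC23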
Rtt109 HAT inh = inhibitors of C. albicans Rtt109/Vps75 HAT, primary screen, biochemical, ThioGlo CoA-SH fluorescence, plate reader. purified Rtt109/Vps75, 4 h. inhibition, % at 34.9 µM. 0.16% of 330,000 active;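 active = inhibition of at least 50% in every replicate; inconclusive = best replicate reaches 50% inhibition but some replicates fall short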
Target sequence (Q5AAJ8 whole entry, looked up): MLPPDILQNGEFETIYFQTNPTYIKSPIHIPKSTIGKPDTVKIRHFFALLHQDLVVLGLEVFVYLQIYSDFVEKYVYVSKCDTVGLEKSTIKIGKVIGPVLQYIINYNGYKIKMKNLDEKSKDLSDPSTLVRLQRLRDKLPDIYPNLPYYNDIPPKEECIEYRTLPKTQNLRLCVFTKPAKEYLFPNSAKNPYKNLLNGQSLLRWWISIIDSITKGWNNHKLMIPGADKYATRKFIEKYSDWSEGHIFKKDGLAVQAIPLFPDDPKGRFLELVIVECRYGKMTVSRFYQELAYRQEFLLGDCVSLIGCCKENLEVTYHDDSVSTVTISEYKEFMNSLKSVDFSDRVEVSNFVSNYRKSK
MITF TRPM1 HTS = activators of MITF-driven TRPM1 promoter reporter, primary screen, cell-based, SK-MEL-5, luciferase, single point | SK-MEL-5 TRPM1-promoter luciferase, 24 h; % of positive control, neutral wells = 0 | activation, % at 12.5 µM | 0.75% of 300,000 active;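 active = mean activation of at least 80% with every replicate also reaching 80%; inconclusive = mean reaches 80% but some replicate falls short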;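 note: 0% = neutral control wells and 100% = parthenolide positive control wells; values of inactives mirror those of a sister screen read the other way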
dFosB activator = activators of delta FosB homodimer, primary screen, biochemical, fluorescence polarization, TAMRA-CDK5 oligo, single point; 0.99% of 340,000 active; purified delta FosB; percent of positive-control signal above neutral wells; activation, % at 25 µM;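 active = mean activation above about 17%, with every replicate also reaching it, limit read from the data, passing the limit was not always enough; inconclusive = only one of the two conditions met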;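 note: fluorescence polarization rise as delta FosB binds a TAMRA Cdk5 AP-1 oligo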
An asterisk follows results filed as active; ? = inconclusive; . = no result given.

SMILES	PvdQ acylase	PfHsp90 yeast 2	NSD2 HMT inh	SR-BI DiI inh	CAL PDZ FP-1	SR-BI uptake up	CAL PDZ FP-2	Rtt109 HAT inh	MITF TRPM1 HTS	dFosB activator
Cn1/c(=N/NC(=O)c2ccccc2Br)sc2ccccc21	-7	-8	-1	-1	-2.8	1	-1	6	48	8
CCCCCOc1ccc(CSC(=N)N)cc1[N+](=O)[O-]	-23	.	-6	28	-0.1	-28	-7	-3	6	-58
Cc1nnc(SCC(=O)NC23CC4CC(CC(C4)C2)C3)s1	-13	.	-1	-1	-1.1	1	-1	5	7	-6
CCOC(=O)c1ccc(NS(=O)(=O)c2c(C)nc3sccn3c2=O)cc1	-12	28	.	-17	-0.4	17	.	-17	-9	-2
CCOC(=O)c1c(S(=O)(=O)NCC(=O)Nc2ccc(C)cc2)c(C)n(C)c1C	-5	9	-4	-1	-2.3	1	-3	1	-7	-2
CCCOc1ccc(C2c3c(oc4ccccc4c3=O)C(=O)N2CCCN2CCOCC2)cc1 (configuration not stated)	-3	25	2	9	-2.5	-8	-2	6	-7	-9
COCCn1c(SCC(=O)Nc2cc(C)on2)nc2c(c1=O)SC(C)C2 (configuration not stated)	-5	20	.	-6	0.0	6	1	-2	-19	-9
CN(C)S(=O)(=O)n1cc(/C=C(\NC(=O)c2ccccc2)C(=O)N2CCCC2)c2ccccc21	10	9	4	-4	-1.8	4	7	74*	-8	-9
Cc1ccc(N/C=C/C(=O)c2ccccc2)cc1Br	-4	-15	1	5	-0.8	-5	0	-1	.	-10
CCS(=O)(=O)Nc1cccc(C2=NN(S(=O)(=O)c3ccccc3)C(c3ccco3)C2)c1 (configuration not stated)	-14	-1	0	.	-2.7	.	-5	11	-10	-10
Cc1oc2ccc(Br)cc2c(=O)c1-c1nn[nH]n1	0	-1	0	-23	-1.9	23	-2	3	-15	3
CCCN1C(=O)/C(=C/c2ccc(C)o2)SC1=Nc1ccc(OCC)cc1	-5	-15	-2	-17	-1.2	17	0	-1	-8	-6
O=C(O)C1CCCCC1C(=O)Nc1ccc(F)c(F)c1 (configuration not stated)	-8	-12	0	-16	-5.3	16	-16	-15	2	-17
O=C(CN1C(=O)NC2(CCCCC2)C1=O)Nc1ccccc1N1CCCCC1	9	5	2	8	-1.0	-8	-3	10	3	-10
CCOc1ccc(NC(=O)CN(C)C(=O)c2cn(-c3ccc(C)cc3)nc2-c2cccc(OC)c2)cc1OCC	-17	16	1	46	-0.6	-46	-6	-5	-15	-1
O=C(Nc1ccccc1)[C@@H]1CC=C[C@@H]2CCN(Cc3ccc(Cl)c(Cl)c3)C(=O)[C@@H]21	-3	.	.	-4	-0.4	4	1	10	4	-2
Cc1nn(CC(=O)N2CCCCCC2)c(=O)c2cc3occc3n12	-10	1	-1	-11	-0.7	11	4	2	5	-4
Cn1ncc2c(Sc3ccc(Cl)cc3)ncnc21	9	5	0	-12	0.9	12	1	-3	33	3
COc1ccc(OC)c(NC(=O)CN(c2ccc(OC)c(Cl)c2)S(C)(=O)=O)c1	-7	-15	0	37	-3.4	-37	-3	-1	-2	-17
Cc1noc(C)c1C(=O)Nc1nc(-c2ccc(F)c(F)c2)cs1	-5	-2	-4	26	-1.6	-26	-2	1	27	-14

Exported with bars between the fields: part of the list above
SMILES | PvdQ acylase | PfHsp90 yeast 2 | NSD2 HMT inh | SR-BI DiI inh | CAL PDZ FP-1 | SR-BI uptake up | CAL PDZ FP-2 | Rtt109 HAT inh | MITF TRPM1 HTS | dFosB activator
CCS(=O)(=O)Nc1cccc(C2=NN(S(=O)(=O)c3ccccc3)C(c3ccco3)C2)c1 (configuration not stated) | -14 | -1 | 0 | . | -2.7 | . | -5 | 11 | -10 | -10
Cc1oc2ccc(Br)cc2c(=O)c1-c1nn[nH]n1 | 0 | -1 | 0 | -23 | -1.9 | 23 | -2 | 3 | -15 | 3
CCCN1C(=O)/C(=C/c2ccc(C)o2)SC1=Nc1ccc(OCC)cc1 | -5 | -15 | -2 | -17 | -1.2 | 17 | 0 | -1 | -8 | -6
O=C(O)C1CCCCC1C(=O)Nc1ccc(F)c(F)c1 (configuration not stated) | -8 | -12 | 0 | -16 | -5.3 | 16 | -16 | -15 | 2 | -17
O=C(CN1C(=O)NC2(CCCCC2)C1=O)Nc1ccccc1N1CCCCC1 | 9 | 5 | 2 | 8 | -1.0 | -8 | -3 | 10 | 3 | -10
CCOc1ccc(NC(=O)CN(C)C(=O)c2cn(-c3ccc(C)cc3)nc2-c2cccc(OC)c2)cc1OCC | -17 | 16 | 1 | 46 | -0.6 | -46 | -6 | -5 | -15 | -1
O=C(Nc1ccccc1)[C@@H]1CC=C[C@@H]2CCN(Cc3ccc(Cl)c(Cl)c3)C(=O)[C@@H]21 | -3 | . | . | -4 | -0.4 | 4 | 1 | 10 | 4 | -2
Cc1nn(CC(=O)N2CCCCCC2)c(=O)c2cc3occc3n12 | -10 | 1 | -1 | -11 | -0.7 | 11 | 4 | 2 | 5 | -4
Cn1ncc2c(Sc3ccc(Cl)cc3)ncnc21 | 9 | 5 | 0 | -12 | 0.9 | 12 | 1 | -3 | 33 | 3
COc1ccc(OC)c(NC(=O)CN(c2ccc(OC)c(Cl)c2)S(C)(=O)=O)c1 | -7 | -15 | 0 | 37 | -3.4 | -37 | -3 | -1 | -2 | -17
Cc1noc(C)c1C(=O)Nc1nc(-c2ccc(F)c(F)c2)cs1 | -5 | -2 | -4 | 26 | -1.6 | -26 | -2 | 1 | 27 | -14

New compounds follow:
SMILES	PvdQ acylase	PfHsp90 yeast 2	NSD2 HMT inh	SR-BI DiI inh	CAL PDZ FP-1	SR-BI uptake up	CAL PDZ FP-2	Rtt109 HAT inh	MITF TRPM1 HTS	dFosB activator
Cc1ccc(NC(=O)CN(C)C(=O)C(C)OC(=O)c2ccccc2NCCO)cc1 (configuration not stated)	-6	-14	-5	19	0.6	-19	0	-30	-2	-7
CS(=O)(=O)N1CCC(C(=O)Nc2c(F)cccc2F)CC1	-20	-18	-1	-4	.	4	-3	-2	9	4
Cc1ccc([N+](=O)[O-])cc1NC(=O)C(C)N1CCCCC1 (configuration not stated)	-10	-6	-1	-26	-0.4	26	.	-4	-3	2
CNC(=O)N(c1ccccc1)c1ccccc1	-10	-25	0	6	-0.5	-6	0	-2	5	11
C=C1CC[C@@H]2[C@](C)(CO)[C@H](O)CC[C@@]2(C)[C@@H]1/C=C/C1=CCOC1=O	2	11	-5	-31	-0.5	31	-2	14	-18	-5
CC(NC(=O)c1cc(S(=O)(=O)N(C)C)ccc1Cl)C1CC2CCC1C2 (configuration not stated)	-8	0	-1	12	-1.8	-12	-8	1	-4	-9
Cc1ccccc1C(=O)Nc1c2c(nn1C(C)(C)C)CS(=O)(=O)C2	-1	-11	-27	-35	-0.4	35	-2	-17	-3	1
COc1ccccc1NC(=O)C(=O)NCC1COc2ccccc2O1 (configuration not stated)	-17	-7	-1	2	-2.2	-2	-1	5	1	-11
CN1CCN(C(=S)c2cn(Cc3ccccc3F)c3ccccc23)CC1	26	-14	.	-22	-3.4	22	-1	4	-7	0
CCOC(=O)c1ccc(NC(=O)CCSCCc2ccccn2)cc1	-4	.	-3	-2	-2.3	2	-5	-5	86*	-1
Cc1nn(-c2ccccc2)c(C)c1/C=N/NC(=O)c1cc(-c2cccc3ccccc23)n[nH]1	-15	38	11	?	-5.2	-73	3	.	13	1
CC(C)NC(=O)NC(=O)COC(=O)CCOc1ccccc1	-7	12	0	-20	0.1	20	.	1	5	-2
Cc1cc(C)c2sc(NC(=O)C3=COCCO3)nc2c1	-6	9	-3	33	-1.9	-33	-4	-3	35	-41
COc1cc(NS(=O)(=O)c2ccc(NC(=O)c3ccc(S(=O)(=O)N4CCCCC4)cc3)cc2)ncn1	-2	-15	.	-17	-2.6	17	.	12	5	3
O=C1NC(=Nc2ccccc2Cl)S/C1=C\c1cccc([N+](=O)[O-])c1	-6	?	50	-13	2.1	13	-8	0	-11	-36
Cc1ccc(CC(NC(=O)C2CCCCC2)C(=O)O)cc1 (configuration not stated)	-2	-10	.	11	0.7	-11	0	2	1	7
COC(=O)[C@@]12CCCCN1[C@H](c1ccc(-c3ccc(OC)cc3)cc1)[C@H]1C(=O)N(C)C(=O)[C@H]12	-4	10	.	20	0.1	-20	2	-9	-6	-7
O=C1C=CC(c2ccccc2)(c2ccccc2)CC1	-13	.	-10	2	0.4	-2	38*	5	-4	-5
Cc1cc(F)ccc1S(=O)(=O)N1CCCOC1CNC(=O)C(=O)NCCN1CCOCC1 (configuration not stated)	-15	-19	41	-7	-0.5	7	-6	18	20	-1
NC(=O)COC(=O)CSc1cccc2cccc(Cl)c12	5	10	.	-12	-2.6	12	-4	6	14	-1
